PV pol inh – inhibitors of poliovirus RNA polymerase binding and polymerization; poliovirus polymerase elongation, fluorescence polarization; active compounds read low; hit rate 0.66% among 150,000; P03300; % elongation, % (compound at 16.7 µg/mL); in the data active means % elongation below about 90%; further: some results filed as inactive read as strong as hits
Target sequence (P03300 1749-2209 limits assumed): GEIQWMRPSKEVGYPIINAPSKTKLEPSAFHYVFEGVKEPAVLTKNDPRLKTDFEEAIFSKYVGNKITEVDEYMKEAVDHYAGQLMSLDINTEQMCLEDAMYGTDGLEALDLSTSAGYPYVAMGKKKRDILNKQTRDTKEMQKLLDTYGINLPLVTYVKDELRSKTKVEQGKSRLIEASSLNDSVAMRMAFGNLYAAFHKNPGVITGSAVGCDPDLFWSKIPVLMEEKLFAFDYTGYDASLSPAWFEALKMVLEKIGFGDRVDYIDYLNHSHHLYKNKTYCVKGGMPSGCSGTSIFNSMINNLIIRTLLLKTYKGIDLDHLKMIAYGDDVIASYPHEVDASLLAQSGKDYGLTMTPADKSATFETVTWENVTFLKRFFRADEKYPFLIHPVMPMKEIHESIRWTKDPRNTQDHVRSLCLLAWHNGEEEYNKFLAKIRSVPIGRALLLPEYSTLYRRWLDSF
PV pol inh FP z-score – recorded beside PV pol inh, whose call it bears; z-score; measured here: FP z-score; hits read low
* marks the source's active call; other numbers are inactive results.

SMILES	PV pol inh	PV pol inh FP z-score
CCOC(=O)c1cc(C)n(CC2CCC(C(=O)Nc3ccc(C(C)=O)cc3)CC2)c1C (stereo not given)	108	0.2
CCN1CC2=C(OC(N)=C(C#N)C2c2cccs2)/C(=C\c2cccs2)C1 (stereo not given)	115	2.5
O=C(CCS(=O)(=O)c1cc2c(cc1Cl)NC(=O)CO2)NCCc1ccc(Cl)cc1	110	0.8
c1coc(CSCc2cn3cccnc3n2)c1	103	0.3
Cc1ccc(-c2cnc(C3CC3)o2)cc1S(=O)(=O)Nc1cccc(C)c1C	105	-0.4
CS(=O)(=O)N1CCC(c2nc3c(nnn3Cc3ccc(F)cc3)c(=O)[nH]2)CC1	100	-0.3
CCCc1cnc2c(c1SCC(=O)Nc1ccc([N+](=O)[O-])cc1)c(=O)n(C)c(=O)n2C	106	0
Cc1ccc(C(=O)C2N=C(N)OC2c2ccccc2)cc1 (stereo not given)	99	-0.4
COc1ccc(NC(=O)CSCC(=O)O)c(N2CCOCC2)n1	102	0.2
COC(=O)c1ccc(S(=O)(=O)N(CCO)Cc2ccccc2)n1C	101	-0.3
CC(C)(C)c1ccc(-c2nc(C#N)c(NCc3ccccc3)o2)cc1	104	2.4
CN1C/C(=C\c2ccccc2F)C(=O)/C(=C/c2ccccc2F)C1	103	0.3

Quoted from the listing.
`CS(=O)(=O)N1CCC(c2nc3c(nnn3Cc3ccc(F)cc3)c(=O)[nH]2)CC1` in PV pol inh reads 100
`c1coc(CSCc2cn3cccnc3n2)c1` in PV pol inh FP z-score reads 0.3

The results go on.
SMILES	PV pol inh	PV pol inh FP z-score
CCCN1C(=O)C2C(C(=O)Nc3cccc(OC)c3)C3C=CC2(O3)C1C(=O)NC1CCCCC1C (stereo not given)	101	0.3
Cc1cccc(Cn2c(=O)n(CCc3ccccc3)c(=O)c3c(C)c(C)sc32)c1	103	-0.4
Cc1ccc(-n2c(SCC(=O)O)nc3sc4c(c3c2=O)CCCC4)cc1	104	0
CC(c1ccccc1)N1C(=O)CC(Nc2ccc(N(C)C)cc2)C1=O (stereo not given)	99	-1.2
CCOCC(=O)Nc1c(C(=O)Nc2ccc(OCC)cc2)oc2ccccc12	103	1.6
C/C(N)=C(/C#N)C(NC(=O)C1CCCCC1)(C(F)(F)F)C(F)(F)F	100	0.2
Cc1ccc(NC(=O)CSc2nc(C)c(Cc3ccccc3)c(=O)[nH]2)cc1	104	-0.2
CCc1ccc(Sc2cc(C(=O)NCCCN3CCC(C)CC3)c3ccccc3n2)cc1	108	-0.6
CC1CCCN(CCCNC(=O)c2ccc3c(c2)N(Cc2ccccc2F)C(=O)c2ccccc2S3(=O)=O)C1 (stereo not given)	110	0.7
COC1OC2COC(C2O)C1O (stereo not given)	105	0.3
COc1ccc(N2CCN(C(=O)c3ccc4c(Cl)c5c(nc4c3)CCCC5)CC2)cc1	108	0.5
COc1ccccc1C(=O)COC(=O)C(C)N=C1NS(=O)(=O)c2ccccc21 (stereo not given)	110	0.8

For reference, some entries already given:
SMILES	PV pol inh	PV pol inh FP z-score
CC1CCCN(CCCNC(=O)c2ccc3c(c2)N(Cc2ccccc2F)C(=O)c2ccccc2S3(=O)=O)C1 (stereo not given)	110	0.7
COC1OC2COC(C2O)C1O (stereo not given)	105	0.3
COc1ccc(N2CCN(C(=O)c3ccc4c(Cl)c5c(nc4c3)CCCC5)CC2)cc1	108	0.5
COc1ccccc1C(=O)COC(=O)C(C)N=C1NS(=O)(=O)c2ccccc21 (stereo not given)	110	0.8

Remaining list, next part:
SMILES	PV pol inh	PV pol inh FP z-score
Cn1c(CSc2nc(N)cc(N)n2)n[nH]c1=S	98	-0.9
CCN(CC)C/C=C/c1c(F)c(F)c(OC)c(F)c1F	102	-0.1
COc1ccc2cc(CNc3ccc(C)cc3)c(=O)n(CC(=O)Nc3cccc(C(F)(F)F)c3)c2c1	107	0.3
CC1CCCC(N2CC(C(=O)O)CC2=O)C1C (stereo not given)	96	-0.5
CCC(=O)NC1CC(=O)N(c2cccc(OC)c2)C1 (stereo not given)	99	-1.3
O=C(O)C1CCCN1C(=O)OCc1ccccc1 (stereo not given)	103	0.2
O=C(Nc1ccccc1)N1CC=C(c2ccc(F)cc2)CC1	101	-0.1
CC(C(=O)Nc1ccc(F)cc1)C1SC(=O)NC1=O (stereo not given)	96	-2.1
Cn1cnc(S(=O)(=O)Nc2cccc(Cl)c2)c1	103	0.5
COC(=O)c1cc2oc3ccccc3c2n1Cc1ccc(C)cc1	115	1.2
Cc1cc(NC(=O)CCOc2ccc(F)cc2)no1	101	-0.3
S=C(CC(=S)N1CCOCC1)N1CCOCC1	96	-0.9
O=C(CSc1nc(-c2cccs2)cc(C(F)(F)F)n1)N1CCSCC1	100	-0.3
OCC1CCCN(c2ncc(C(F)(F)F)cc2Cl)C1 (stereo not given)	99	-0.4
O=C(Nc1ccc(F)c(F)c1)c1ccc(F)c(S(=O)(=O)N2CCC3(CC2)OCCO3)c1	109	0.2
Cc1ccc2c(CC(=O)Nc3ccc(S(=O)(=O)N4CCCCC4)cc3)coc2c1	119	0.3
CC1CCN(c2nc3c(c(=O)[nH]2)CCN(Cc2ccccc2)C3)CC1	100	-1.2
O=C(O)C1OCOc2ccccc21 (stereo not given)	100	-0.6
O=C(OCn1nnc2ccccc2c1=O)c1cccnc1	103	0.4
CCNC(=O)CCOc1cccc(C)c1	52*	-4.2*
COC(=O)c1cc(C)cc(=O)o1	106	0.5
COC(=O)COc1cccc(NC(=O)Cc2cccs2)c1	103	1.5
CCOC(=O)C1CCC(CNC(=O)N2CC(CC)Oc3ccccc32)CC1 (stereo not given)	99	-1.8
CCc1nc(SCc2ccccc2)[nH]c(=O)c1C	102	0
CCOc1cc(/C=C2\SC(=S)N(CC)C2=O)cc(Cl)c1O	75	-6.9
CCSc1nc(NC(C)C)nc(N2CCOCC2)n1	101	-0.5
NC(=O)CSc1ccc(-c2cccs2)nn1	100	-0.5
CCCCc1ccc(NC(=O)/C=N/O)cc1	100	-0.4
CCOc1ccccc1NC(=O)CSc1nccn1-c1cccc(C)c1	109	0.5
CC(C)C1Oc2ccccc2N(CC(=O)N(C)C2CCCCC2)C1=O (stereo not given)	102	0
Cc1cc(C)c(NC(=O)Cn2c(=O)n(Cc3ccc(C(=O)NCc4ccco4)cc3)c(=O)c3sccc32)c(C)c1	105	-0.1
O=S(=O)(Nc1ccc(-c2nnc3n2CCCCC3)cc1)c1ccc(Br)cc1	106	-0.1
COc1ccc(-c2nc(-c3cc4cc(Br)ccc4oc3=O)cs2)cc1	109	0.5
Cc1ccc(-n2cnc3cc(C(=O)NC4CCCCCC4)ccc32)c(C)c1	108	0.1
Cc1c(C(=O)Nc2ccc(F)c(C(F)(F)F)c2)sc2nc(-c3ccccc3)cn12	105	-0.3
Cc1cccc(CNC(=O)c2cnc3sc(N4CCOCC4)nn3c2=O)c1	107	0.1
COc1ccc(NC(=O)NCc2ccccc2)cc1	99	-0.6
COCCNC(=O)Cn1c(=O)n(CCCCCC(=O)NCc2ccc3c(c2)OCO3)c(=O)c2sccc21	105	-0.2
COC(=O)c1cn(C(=O)CCc2ccccc2)c2ccccc12	105	0.8
CSc1nc2cc(C)nn2c(-c2ccco2)c1C#N	106	0.3
O=C(NCc1ccc2c(c1)OCO2)c1ccc2c(=O)n(CCC3=CCCCC3)c(=O)[nH]c2c1	101	0
Cc1ccc(Cn2c(CNC(=O)c3ccc(Cl)c([N+](=O)[O-])c3)nc3cccnc32)cc1	106	-0.3
NC(=O)COC(=O)/C=C/c1ccc2ccccc2n1	95	-1.4
Nc1nonc1-c1nc2ccccc2n1CC(=O)Nc1ccccc1C(=O)O	101	-0.9
COc1ccc(C(=O)COc2ncnc3cc(Cl)ccc23)cc1	101	-0.1
CCCC(=O)N1CCCC(c2nc3c(nnn3Cc3ccccc3)c(=O)[nH]2)C1 (stereo not given)	104	0.9
Cc1ccc(OCCN2CCN(c3c4c(c(C#N)c5nc6ccccc6n35)CCC4)CC2)cc1	100	-0.7
CN1C(=O)Cc2cc(S(=O)(=O)CCC(=O)Nc3ccc(OC(F)(F)F)cc3)ccc21	102	-0.3
CCOC(=O)c1cnc2c(ccc3ccccc32)c1Nc1ccc(OCC)cc1	104	-0.1
CN1CCN(c2ccccc2NC(=O)c2cc3ccccc3o2)CC1	100	0.1
Cc1nnc(SCC(=O)NCc2ccccc2Cl)c2nn(-c3ccccc3)c(C)c12	99	-1.2
Cc1ccc(NC(=O)CSc2ncn[nH]2)cc1C	101	-1.3
O=C(COc1ccc(-c2ccccc2)cc1)N1CCN(c2ccccc2)CC1	100	-0.5
O=C(CSc1nnnn1-c1ccc(O)cc1)NC(=O)NC12CC3CC(CC(C3)C1)C2	108	0.6
Nc1ccc(S(=O)(=O)Nc2ccc(I)cc2)cc1	104	1.1
CCOC(=O)c1cnc2ccc(Cl)cc2c1Nc1ccc(N2CCOCC2)cc1	101	-1.1
O=C(COC(=O)c1cc(NS(=O)(=O)c2cccs2)ccc1O)NC1CCCC1	107	0.3
COc1ccc(-c2nn3c(=O)cc(CN4CCN(C(=O)COc5ccc(F)cc5)CC4)nc3s2)cc1	105	-0.6
Cn1c(O)c(N=NC=C2C(=O)CC(C)(C)CC2=O)c2ccccc21	102	-0.1
CCOc1ccc(NC(=O)COC)cc1	103	0.7
(cont.)
SMILES	PV pol inh	PV pol inh FP z-score
CC(C)NC(=S)NCc1cccc(Cl)c1	103	0.1
O=C(NCCC1=CCCCC1)c1cc2cc3ccc(Cl)cc3nc2o1	101	-0.5
O=C(O)COCC(=O)Nc1ccc2c(c1)C(=O)OC2	102	-0.2
CCCCc1c(C)nc(SCC(=O)O)[nH]c1=O	105	0.8
CCOC(=O)C1CCN(C(=O)C2CCN(S(=O)(=O)c3c(C)noc3/C=C/c3ccc(C)cc3)CC2)CC1	118	2.7
O=C(CCc1nnc2c(=O)n(-c3cccc(F)c3)ccn12)NCCC1=CCCCC1	100	-0.6
O=C1C(CO)NC(=S)N1c1ccccc1 (stereo not given)	105	0.7
Cc1cc(Cl)c(C(N)=O)c(C)n1	97	-0.7
CC(C)C(NC(=O)c1ccc(F)cc1)C(=O)N1CCN(Cc2ccccc2)CC1 (stereo not given)	104	0.3
Cc1cnc(C(=O)OCC(=O)c2ccc3c(c2)CCCC3)cn1	104	0.6
CSc1nnc(COc2ccc(Br)cc2)n1Cc1ccccc1	100	-0.5
CCOc1ccccc1NC(=O)CSc1ncc(S(=O)(=O)c2ccc(C)c(C)c2)c(N)n1	108	0.5
CC1(C)CC(=O)C(=CN2CCN(C(=O)c3ccco3)CC2)C(=O)C1	100	0.2
CCC(C)NC(=O)c1c(O)c2cccc3c2n(c1=O)CCC3 (stereo not given)	99	-0.5
COC(=O)CC[C@@H](C)[C@H]1CC[C@H]2[C@@H]3CC[C@@H]4C[C@H](O)CC[C@]4(C)[C@H]3C[C@H](O)[C@]12C	106	0.3
Cc1ccc(NC2SC(=O)NC2=O)cc1Cl (stereo not given)	101	0
O=C(COc1ccc2ccccc2c1)c1ccc(O)cc1O	101	-0.2
O=C(c1ccccc1Nc1ccc(SC(F)F)cc1)N1CCCCC1	104	0.3
CSc1sc(-c2ccn[nH]2)c(-c2ccco2)c1C#N	107	0.6
CC1CN(C(=O)C(C)Sc2nnnn2C)CC(C)O1 (stereo not given)	102	-0.2
Cn1cnnc1SCc1nc2ccccc2c(=O)n1CC#N	105	0.4
COc1cc(/C=C2/C(=O)Nc3cc(Cl)ccc32)cc(OC)c1O	111	1
Cc1cc(C(F)(F)F)n2nc(-c3ccc(Br)cc3)cc2n1	112	0.2
COc1ccc(-c2nc3scc(CCNS(=O)(=O)c4cccs4)n3n2)cc1	102	-1.2
Cc1cccc(CNC(=O)C2CCCN(S(=O)(=O)c3cn(C)cn3)C2)c1 (stereo not given)	112	1.4
CN(c1ccccc1C(=O)N1CCN(Cc2ccc3c(c2)OCO3)CC1)S(C)(=O)=O	101	0
CCc1nnc(SCc2nc(-c3ccccc3F)oc2C)c2cc3oc(C)cc3n12	103	0.5
O=C(Nc1ccc(Cl)cc1)NC1CC2CCC1C2 (stereo not given)	103	1.4
O=C(O)c1cc(-c2ccccc2)on1	106	1.5
COc1ccc(CC(=O)NCC2COc3ccccc3O2)cc1OC (stereo not given)	102	0.1
Cc1ccc(-c2onc(C)c2C)cc1S(=O)(=O)NC1CCC(C)CC1 (stereo not given)	114	1.6
CCOC(=O)C1=C(c2ccccc2)Nc2ncnn2C1c1ccncc1 (stereo not given)	100	-0.1
O=c1c2ccccc2nc(-c2ccccc2)n1-c1ccccc1	105	0.3
CN(C)c1ncc(C(=O)O)cn1	100	-1
COc1cccc(N2CCN(C(=O)Cn3nc(C)n4c(cc5c(OC)cccc54)c3=O)CC2)c1	105	-0.5
CC(=O)N[C@@H](C)C(=O)N1CCN(S(=O)(=O)c2ccc(Cl)cc2)CC1	105	0.3
CC1CCN(C(=O)CSc2nc(-c3ccccc3)no2)CC1	102	-1.1
Nn1c(SCC(=O)NCc2ccc3c(c2)OCO3)nnc1C1CC1	104	-0.2
Cc1cccc(C(=O)NCc2nnc(SCC(=O)Nc3ccccc3F)n2-c2ccccc2)c1	103	-1.2
CC1CCCN(CCCNS(=O)(=O)c2ccc(-c3ccc(=O)[nH]n3)o2)C1 (stereo not given)	101	0

Random excerpt: 6 compounds from above, in no set order.
SMILES	PV pol inh	PV pol inh FP z-score
O=C(CCS(=O)(=O)c1cc2c(cc1Cl)NC(=O)CO2)NCCc1ccc(Cl)cc1	110	0.8
COc1ccc(C(=O)COc2ncnc3cc(Cl)ccc23)cc1	101	-0.1
COC1OC2COC(C2O)C1O (stereo not given)	105	0.3
CCC(C)NC(=O)c1c(O)c2cccc3c2n(c1=O)CCC3 (stereo not given)	99	-0.5
Cc1nnc(SCC(=O)NCc2ccccc2Cl)c2nn(-c3ccccc3)c(C)c12	99	-1.2
CCCN1C(=O)C2C(C(=O)Nc3cccc(OC)c3)C3C=CC2(O3)C1C(=O)NC1CCCCC1C (stereo not given)	101	0.3

Screens from PubChem BioAssay.

Not all compounds are listed; the hit share may differ from the screen's.
